Assay outcomes as filed in PubChem BioAssay.
aGal spleen mod – alpha-galactosidase A (human) modulation; human spleen homogenate, 4MU-alpha-Gal fluorescence, 40 min; Potency, µM (doses to about 80 µM), inactives show at the highest dose activity change, negative = inhibition, actives largely listed as inhibitors; hit rate 0.008% among 240,000; AID 2107;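 further: potency means the concentration at half of the fitted maximal effect; 0% = enzyme with vehicle and -100% = no enzyme basal signal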
Target sequence (P06280 32-429 limits assumed): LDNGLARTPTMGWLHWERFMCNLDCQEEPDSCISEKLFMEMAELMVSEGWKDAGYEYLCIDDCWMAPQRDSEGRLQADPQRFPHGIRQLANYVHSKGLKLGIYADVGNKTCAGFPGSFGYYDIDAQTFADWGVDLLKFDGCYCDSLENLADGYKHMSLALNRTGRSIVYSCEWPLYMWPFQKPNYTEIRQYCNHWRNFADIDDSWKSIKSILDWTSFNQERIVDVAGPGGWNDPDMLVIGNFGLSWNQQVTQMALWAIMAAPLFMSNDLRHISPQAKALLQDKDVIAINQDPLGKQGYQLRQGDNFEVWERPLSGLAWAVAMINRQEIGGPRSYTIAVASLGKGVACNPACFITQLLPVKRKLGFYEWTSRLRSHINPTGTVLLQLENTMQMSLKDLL
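Inhibition or activation of alpha-galactosidase in human spleen homogenate is scored by 4-MU fluorescence after 40 min at 37C, pH 5.0, with 1 mM substrate. AC50s come from concentration-response fitted to the Hill equation.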
TRb-SRC2 inh – disrupts binding of human TR beta to SRC2. Potency, µM (titrated, usually from 106 µM), without a hit: at the top dose activity change, negative = inhibition, usual class: inhibitors. AID 1469. hit rate 0.065% among 280,000. TRbeta-SRC2 peptide binding, fluorescence polarization; receptor liganded with 1 µM T3;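 further: potency means the concentration at half of the fitted maximal effect; plate controls were bound peptide for no effect and peptide without receptor for full effect; nearly all actives have a fitted effect of over 50% in size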
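Fluorescence polarization of 20 nM Texas Red SRC2 peptide with 0.6 uM human TRb ligand-binding domain, in Tris buffer with 1uM T3 and 5% DMSO. Incubated 5 hr ambient; normalized to unbound and bound controls.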
Tau fluor counter – counter-screen for tau fibril formation inhibitors | Potency, µM (series often up to 57.7 µM), without a hit: at the top dose activity change, negative = decrease | hit rate 0.93% among 280,000 | tau K18 P301L (four-repeat tau fragment) Alexa594 fluorescence, heparin fibrillization; further: potency means the concentration at half of the fitted maximal effect; on the % scale 0 is the no-effect control and ±100 the full control effect; nearly all actives have a fitted effect of over 55% in size
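Human K18 P301L tau (15 uM unlabeled plus 0.24 uM Alexa 594-labeled, final) in 100 mM sodium acetate pH 7 was mixed with compound and 20 uM heparin and incubated 6 hr at 37 C.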
CBFb RUNX1 block – inhibitors of human CBF-beta and RUNX1 interaction. AID 1477. 230,000 tested, under 10 active. Potency, µM (highest dose often 59.8 µM), inactives show at the top dose activity, negative = inhibition, hits mostly inhibitors. Q01196+Q13951. AlphaScreen CBFb-His/RUNX1-biotin binding, biochemical; further: % of control where 0% means no effect
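Read-out: AlphaScreen. Format: His-CBF-beta with biotinylated RUNX1 (30 nM each) preincubated 20 min, compound 15 min, Ni-chelate plus streptavidin beads 90 min; room temperature throughout.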
Tau FP inhib – blocks human tau fibril formation measured by polarization. P10636. K18 P301L tau heparin fibrillization, Alexa594 FP, 6 h. AID 1468. hit rate 0.39% among 280,000. Potency, µM (series often up to 57.7 µM), for the others: top-dose activity, negative = inhibition, usual class: inhibitors; further: potency means the concentration at half of the fitted maximal effect; on the % scale 0 is the no-effect control and ±100 the full control effect; nearly all actives have a fitted effect of over 55% in size
Target sequence (P10636 561-689 P618L limits assumed): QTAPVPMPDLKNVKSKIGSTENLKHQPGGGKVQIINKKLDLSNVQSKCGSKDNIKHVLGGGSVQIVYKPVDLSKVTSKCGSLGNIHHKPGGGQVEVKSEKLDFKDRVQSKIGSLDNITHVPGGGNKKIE
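K18 P301L tau (15 uM unlabeled/0.24 uM Alexa 594-labeled, final) + compound + heparin 20 uM final; 100 mM NaOAc pH 7; 6 hr 37 C; ThT 30 uM final added, 1 hr RT; FP ex 555/em 632 nm.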
Epigenetic derep – epigenetic control regulation, reporter derepression. murine LDR cells, GFP reporter derepression, 30 h. Potency, µM (doses to about 53.9 µM), for inactives: at the top dose GFP activation, usual class: activators. hit rate 0.2% among 280,000. AID 1865; further: potency means the concentration at half of the fitted maximal effect; % of control where 0% means no effect; nearly all actives have a fitted effect of over 60% in size
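Murine LDR cells bearing a silenced CMV-driven GFP reporter were exposed to compound for 30 h at 37 C. After PBS washes, GFP-positive cells (20-120 um objects) counted by laser-scanning microplate cytometry.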
TexasRed fluor – Texas Red fluorescence interference in TRb-SRC2 counter-screen; TRb/SRC2 Texas Red total fluorescence interference; Potency, µM (series often up to 106 µM), inactives show at the highest dose fluorescence change, negative = quenching; hit rate 0.29% among 280,000; active means well fitted curve in either direction with a large enough effect; inconclusive means small, poorly fitted or top-dose-only effect; further: potency means the concentration at half of the fitted maximal effect; on the % scale 0 is the no-effect control and ±100 the full control effect
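Flags fluorescent or light-absorbing compounds by total fluorescence, S + 2P, at 555 nm excitation and 632 nm emission. Mixture: 20 nM Texas Red SRC2 peptide, 0.6 uM human TRb LBD, 1 uM T3, 5% DMSO; compound exposure 5 h at ambient temperature.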
NPSR antagonist – neuropeptide S receptor (human) antagonism, cAMP; Q6W5P4; CHO-NPSR cells, cAMP TR-FRET, antagonist mode; Potency, µM (titrated, usually from 38.3 µM), without a hit: at the highest dose activity change, negative = inhibition, hits mostly inhibitors; hit rate 1% among 220,000; AID 1461; further: potency means the concentration at half of the fitted maximal effect; on the % scale 0 is the no-effect control and ±100 the full control effect; nearly all actives have a fitted effect of over 50% in size; many of its hits are not listed in these tables
Target sequence (Q6W5P4 whole entry, looked up): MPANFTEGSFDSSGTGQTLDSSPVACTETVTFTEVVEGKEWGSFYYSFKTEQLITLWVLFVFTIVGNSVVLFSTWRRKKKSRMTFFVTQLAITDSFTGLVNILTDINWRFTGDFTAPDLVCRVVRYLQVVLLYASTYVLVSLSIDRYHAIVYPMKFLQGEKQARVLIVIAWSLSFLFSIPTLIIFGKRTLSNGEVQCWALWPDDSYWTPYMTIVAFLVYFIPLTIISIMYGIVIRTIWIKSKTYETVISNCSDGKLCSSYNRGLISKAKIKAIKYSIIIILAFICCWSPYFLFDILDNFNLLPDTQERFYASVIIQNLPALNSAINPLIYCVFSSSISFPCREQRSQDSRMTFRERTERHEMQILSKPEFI
* hit, by the source's call; ? = inconclusive; . = not tested or not shown; [ ] = dose if it differs, or a comment. Unless noted, the call rests on the fitted dose curve; in most records, active means well fitted curve in the direction sought with a large enough effect; inconclusive means small, poorly fitted or top-dose-only effect, or another doubt; inactive means no such curve, though single readings can be large; an effect the other way counts as inactive or inconclusive. An excerpt (hit frequency here may not be typical).

SMILES | aGal spleen mod | TRb-SRC2 inh | Tau fluor counter | CBFb RUNX1 block | Tau FP inhib | Epigenetic derep | TexasRed fluor | NPSR antagonist
Cn1ccc2c(OCC(=O)Nc3cc(C(F)(F)F)ccc3Cl)cccc2c1=O | . | 1% | -8% | . | -9% | 0.5% | 2% | .
CCOc1ccc(S(=O)(=O)NCC(c2ccco2)S(=O)(=O)c2ccc(F)cc2)cc1 (stereo not given) | . | -5% | -18% | . | -4% | -1.2% | 0% | .
S=C1NCN(Cc2cccnc2)CN1c1cccc(Cl)c1 | -3% | 3% | 15% | ? | 3% | -0.3% | -1% | -8%
O=C(Nc1ccccc1-c1ccccc1)C(=O)Nc1ccccc1-c1ccccc1 | 11% | -6% | -8% | 0% | 5% | 0.0% | -3% | -9%
CCOC(=O)c1[nH]c2ccc(OCC)cc2c1NC(=O)CN1CCCC(C)C1 (stereo not given) | ? | 5% | -26% | 11% | 14% | -1.5% | -4% | ?
CCCC(=O)NC(=S)Nc1ccccc1F | 3% | 6% | 0% | 3% | 10% | 0.2% | 1% | 0%[46.1 µM]
COc1ccc(CCNc2nc(-c3ccccn3)cs2)cc1OC | 9% | -7% | . | ? | . | 0.1% | -5% | -31%
S=C(Nc1ccc2nsnc2c1)N1CCCC1 | -13% | ? | -19% | ? | ? | -0.2% | -8% | ?
CC(=O)N1CC(=O)N(Cc2ccccc2)/C(=C/c2ccccc2)C1=O | 1% | 3% | -5% | -9% | -2% | -1.0% | -1% | -15%
CC1(C)NC(=O)N(CC(=O)OCC(=O)Nc2cccc(F)c2)C1=O | 1% | 4% | 0% | 0% | 5% | 0.0% | -2% | -9%[46.1 µM]
O=C(CSc1nc(O)cc(=O)n1-c1ccccc1)Nc1ccc(Br)cn1 | -3% | 4% | 3% | -1% | 3% | -0.9% | -1% | 16%
Cc1cc(C)n2nc(SCC(=O)N(C)C)nc2n1 | -13% | -4% | -9% | 6% | 0% | -0.3% | -2% | -8%[46.1 µM]
CCOc1cc(/C=N/NC(=O)c2cccnc2)ccc1OCC(N)=O | 0% | 2% | -10% | -3% | -3% | -0.1% | 0% | 5%
CCCN(Cc1cccs1)C(=O)Nc1cc(C)ccc1OC | . | -5% | -12% | . | -3% | -3.4% | 1% | .
COc1ccc(NC(=O)c2nnn(Cc3nc(-c4cc(OC)c(OC)c(OC)c4)oc3C)c2C)cc1Cl | . | -22%[53 µM] | -15% | . | 2% | 8.9% | 0.0089µM*[quencher] | .
CC(=O)CSc1nc2ccc(Nc3nc(N4CCOCC4)nc(N4CCOCC4)n3)cc2s1 | 4% | -13% | ? | 7% | -1% | -1.0% | -6% | -28%[46.1 µM]
Cc1cc2[nH]c(=O)c(=O)[nH]c2cc1S(=O)(=O)NCc1ccc(F)cc1 | . | 9% | -5% | . | -2% | 2.1% | 10% | .
CCC1CCCCN1CCCNC(=O)c1c(O)nc2c(C)cccn2c1=O (stereo not given) | . | 0% | -6% | . | -6% | 1.4% | -30% | .
CC(=O)n1c2c(c3ccccc31)OC(N)=C(C#N)C2c1cccc(Cl)c1Cl (stereo not given) | -5% | -4% | -13% | 1% | 0% | ? | -1% | -6%
O=C(CCn1c(=O)c2ccccc2n(CC(=O)Nc2ccc(F)cc2)c1=O)NCCc1ccccc1 | . | 4% | -22% | . | ? | 1.7% | 1% | .
CCC1CCCCN1CC(=O)N1CCCc2c1c(=O)oc1ccc(OCc3ccccc3)cc21 (stereo not given) | . | 0% | -7% | . | 8% | -1.2% | -1% | .
Cc1csc(NC(=O)CSc2nnc(-c3ccoc3C)n2C(C)c2ccccc2)n1 (stereo not given) | 8% | -7% | -17% | 4% | -4% | -1.1% | 0% | -28%
COCCNC(=O)c1ccccc1NC(=O)Cc1ccccc1[N+](=O)[O-] | 17% | -3% | -13% | -5% | -7% | 1.1% | 0% | -49%
CCc1nn(CC(=O)NCC(C)c2ccccc2)c(=O)c2cc3occc3n12 (stereo not given) | . | -4% | -10% | . | -4% | -4.8% | -1% | .
CCn1c(COc2ccc(Cl)cc2)nnc1SCc1nc2ccccc2[nH]1 | -10% | -19% | -13% | -4% | 1% | -0.3% | 1% | -15%[46.1 µM]
COc1ccc(Cl)cc1NC(=O)[C@@H]1CCCN1C(=O)c1cccs1 | -1% | 5% | -10% | -4% | -8% | 1.3% | 10% | -14%[46.1 µM]
CCOCCCn1c(-c2ccc(Cl)cc2)n[nH]c1=S | -2% | -6% | -10% | 2% | -7% | 0.0% | -8% | 8%[46.1 µM]
COCc1cc(C)nc2sc3c(c12)NC(c1ccc(O)c(OC)c1)N(c1ccccc1)C3=O (stereo not given) | . | -2% | ? | . | 3% | 0.0% | 0% | .
Cc1ccc(S(=O)(=O)NCCc2nnc3ccc(SCc4cccnc4)nn23)cc1 | 2% | -12% | -3% | -5% | 4% | 0.2% | -4% | 3%
Nc1c(S(=O)(=O)c2ccccc2)c2nc3ccccc3nc2n1C1CC1 | 13% | -1% | -10% | 7% | -10% | 5.1% | 0% | -27%
Cc1ccc(NC(=O)CO/N=C/c2ccccc2C)c(C)c1 | -1% | 2% | -14% | -4% | -1% | -2.2% | 1% | -15%
COCCNc1nc(=S)[nH]c2cc(OC)c(OC)cc12 | 7% | 2% | -4% | 7% | 7% | -1.1% | -3% | -11%[46.1 µM]
Cn1nnc2c(sc3nc(N4CCOCC4)c4c(c32)CCCC4)c1=O | -7% | 4% | -4% | 3% | -7% | 11% | 0% | -5%[46.1 µM]
CCNC(=S)N/N=C/c1cccc(/C=N/NC(=S)NCC)c1 | 11% | -3% | 11% | 6% | 8% | -0.3% | -3% | 21%
CC(=O)c1cccc(NS(=O)(=O)c2c(C)nc3sc(C)cn3c2=O)c1 | . | 1% | -11% | . | -2% | 8.5% | 0% | .
O=C(Nc1ccccc1N1CCOCC1)c1ccc2c(c1)C(=O)N(Cc1ccncc1)C2=O | -1% | 5% | -13% | -18% | -3% | -1.6% | 2% | -11%[46.1 µM]
CC(/C=N/NC(=O)c1ccccn1)=C\c1ccco1 | 3% | -1% | -8% | ? | -15% | -2.2% | 0% | 34%
Cc1ccc(S(=O)(=O)n2nc(-c3ccco3)nc2NCc2ccccc2Cl)cc1 | . | 2% | ? | . | ? | 0.0% | -22% | .
C=CCc1cccc(CNc2ccc(Br)cc2)c1O | 2% | 2% | ? | 19% | 12% | -1.2% | 3% | 54%
Cc1ccccc1-n1c(SCC(=O)N/N=C/c2sccc2C)nc2ccccc2c1=O | -2% | 2% | -18% | -19% | -14% | -1.9% | 2% | 12%

13 compounds out of the list, ordered by SMILES length, rising.
SMILES | aGal spleen mod | TRb-SRC2 inh | Tau fluor counter | CBFb RUNX1 block | Tau FP inhib | Epigenetic derep | TexasRed fluor | NPSR antagonist
Cc1cc(C)n2nc(SCC(=O)N(C)C)nc2n1 | -13% | -4% | -9% | 6% | 0% | -0.3% | -2% | -8%[46.1 µM]
S=C1NCN(Cc2cccnc2)CN1c1cccc(Cl)c1 | -3% | 3% | 15% | ? | 3% | -0.3% | -1% | -8%
COCCNc1nc(=S)[nH]c2cc(OC)c(OC)cc12 | 7% | 2% | -4% | 7% | 7% | -1.1% | -3% | -11%[46.1 µM]
Cn1nnc2c(sc3nc(N4CCOCC4)c4c(c32)CCCC4)c1=O | -7% | 4% | -4% | 3% | -7% | 11% | 0% | -5%[46.1 µM]
CC1(C)NC(=O)N(CC(=O)OCC(=O)Nc2cccc(F)c2)C1=O | 1% | 4% | 0% | 0% | 5% | 0.0% | -2% | -9%[46.1 µM]
COCCNC(=O)c1ccccc1NC(=O)Cc1ccccc1[N+](=O)[O-] | 17% | -3% | -13% | -5% | -7% | 1.1% | 0% | -49%
CCOC(=O)c1[nH]c2ccc(OCC)cc2c1NC(=O)CN1CCCC(C)C1 (stereo not given) | ? | 5% | -26% | 11% | 14% | -1.5% | -4% | ?
Cc1ccc(S(=O)(=O)NCCc2nnc3ccc(SCc4cccnc4)nn23)cc1 | 2% | -12% | -3% | -5% | 4% | 0.2% | -4% | 3%
Cc1ccccc1-n1c(SCC(=O)N/N=C/c2sccc2C)nc2ccccc2c1=O | -2% | 2% | -18% | -19% | -14% | -1.9% | 2% | 12%
CC(=O)n1c2c(c3ccccc31)OC(N)=C(C#N)C2c1cccc(Cl)c1Cl (stereo not given) | -5% | -4% | -13% | 1% | 0% | ? | -1% | -6%
CCOc1ccc(S(=O)(=O)NCC(c2ccco2)S(=O)(=O)c2ccc(F)cc2)cc1 (stereo not given) | . | -5% | -18% | . | -4% | -1.2% | 0% | .
COCc1cc(C)nc2sc3c(c12)NC(c1ccc(O)c(OC)c1)N(c1ccccc1)C3=O (stereo not given) | . | -2% | ? | . | 3% | 0.0% | 0% | .
COc1ccc(NC(=O)c2nnn(Cc3nc(-c4cc(OC)c(OC)c(OC)c4)oc3C)c2C)cc1Cl | . | -22%[53 µM] | -15% | . | 2% | 8.9% | 0.0089µM*[quencher] | .

The results go on.
SMILES | aGal spleen mod | TRb-SRC2 inh | Tau fluor counter | CBFb RUNX1 block | Tau FP inhib | Epigenetic derep | TexasRed fluor | NPSR antagonist
Cc1cccc2sc(NC(=O)c3cccc(S(=O)(=O)N4CCc5ccccc54)c3)nc12 | 6% | -8% | ? | 5% | -5% | -1.5% | -1% | -20%
N#CC1=C2SCC(O)(c3ccccc3)N2C(=O)CC1c1ccccc1F (stereo not given) | -6% | 2% | -12% | -9% | -4% | -1.5% | 11% | -25%[46.1 µM]
Cc1cc(C(=O)Nc2sc3c(c2C#N)CCC(C(C)(C)C)C3)no1 (stereo not given) | -1% | -8% | -18% | 3% | -4% | 0.2% | -1% | -17%[46.1 µM]
O=C(COn1nnc2ccc(Cl)cc21)NCc1ccccc1 | 2% | 7% | -6% | 5% | 4% | 1.6% | -3% | -4%[46.1 µM]
